High-throughput results: PubChem BioAssay, Sanford-Burnham Center for Chemical Genomics
CCR6 antagonist: CCR6 receptor antagonists, primary screen, cell-based, CHO-K1, luminescence, beta-arrestin, uHTS; CHO-K1 CCR6 PathHunter beta-arrestin, CCL20-stimulated; C-C chemokine receptor type 6 (Homo sapiens), P51684; AID 493098, 2011; inhibition, % at 20 µM; hit rate 0.49% among 340,000;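 active means compounds whose inhibition of the agonist-driven luminescence signal at 20 µM reaches about 50%, limit read from the data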;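 further: cells stimulated with CCL20 at 14 nM final; plate controls were DMSO with CCL20 for no effect and DMSO without agonist for full effect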
Target sequence (P51684 whole entry, looked up): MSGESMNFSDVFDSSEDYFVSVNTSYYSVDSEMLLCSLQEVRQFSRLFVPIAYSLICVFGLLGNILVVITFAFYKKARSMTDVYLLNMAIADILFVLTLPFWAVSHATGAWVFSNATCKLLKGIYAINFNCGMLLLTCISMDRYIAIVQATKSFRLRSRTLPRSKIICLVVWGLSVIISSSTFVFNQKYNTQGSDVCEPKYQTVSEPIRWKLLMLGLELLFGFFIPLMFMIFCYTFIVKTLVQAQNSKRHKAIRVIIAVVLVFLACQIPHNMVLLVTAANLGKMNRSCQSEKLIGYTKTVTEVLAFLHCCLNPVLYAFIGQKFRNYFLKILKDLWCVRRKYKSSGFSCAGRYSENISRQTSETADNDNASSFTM
EBI2 antag: EBI2 receptor antagonists, beta-arrestin recruitment, primary screen, cell-based, luminescence, 7a,25-OHC stimulation, uHTS; G-protein coupled receptor 183 (Homo sapiens), P32249; 7a,25-OHC stimulated; inhibition, % at 5 µM; hit rate 0.81% among 360,000; in the data active means inhibition above about 38%;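 further: enzyme fragment complementation signal reports receptor beta-arrestin coupling in cells; 0% = agonist plus DMSO wells and 100% = wells without agonist; some results beyond the cut were filed as inactive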
UPR XBP1 act: activators of adaptive XBP1 UPR arm, primary screen, cell-based, CHO-XBP1 luciferase reporter, luminescence, uHTS | IRE1-XBP1 UPR activation; percent of tunicamycin response, DMSO as zero | activation, % at 20 µM | hit rate 0.33% among 330,000 | AID 463104, 2010;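 active means versus positive control, 20 µM dose yields 30% or more activation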;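 further: 100% = tunicamycin at 10 µg/mL and 0% = DMSO only wells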
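Material: CHO-XBP1 cells stably carrying IRE1-XBP1-driven luciferase reporter / Amount: 1000 cells per well / Compound: 20 µM, 1% DMSO / Times: 6 h treatment, 37 °C / Detection: luciferase luminescence / Measure: % activation of reporter signal versus tunicamycin and DMSO controls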
APJ antag: antagonists of human apelin receptor APJ, primary screen, CHO-K1 cells, beta-arrestin complementation, luminescence. P35414. inhibition, % at 20 µM. hit rate 0.32% among 330,000. AID 2521, 2010;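 active means inhibition above about 40% at 20 µM, limit read from the data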;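 further: cells challenged with 10 nM apelin-13 agonist together with compound; plate controls were apelin-13 plus DMSO wells for no effect and DMSO wells lacking apelin-13 for full effect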
Target sequence (P35414 whole entry, looked up): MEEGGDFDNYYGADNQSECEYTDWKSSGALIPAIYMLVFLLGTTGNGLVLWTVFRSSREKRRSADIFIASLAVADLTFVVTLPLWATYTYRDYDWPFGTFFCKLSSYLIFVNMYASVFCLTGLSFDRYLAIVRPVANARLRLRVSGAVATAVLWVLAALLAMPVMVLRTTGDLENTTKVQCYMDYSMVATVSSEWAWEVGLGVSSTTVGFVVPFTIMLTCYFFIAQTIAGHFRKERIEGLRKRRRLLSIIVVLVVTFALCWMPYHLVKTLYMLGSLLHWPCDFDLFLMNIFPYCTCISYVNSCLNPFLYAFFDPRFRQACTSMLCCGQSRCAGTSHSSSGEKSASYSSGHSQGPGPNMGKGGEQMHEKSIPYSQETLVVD
CXCR6 inh: CXCR6 receptor inhibitors, primary screen, cell-based, beta-arrestin, luminescence, CHO-K1 PathHunter, 1536-well. C-X-C chemokine receptor type 6 (Homo sapiens), O00574. inhibition, % at 20 µM. hit rate 0.36% among 360,000. AID 602244, 2012; in the data active means inhibition above about 34%, passing the limit was not always enough;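 further: antagonist mode with CXCL16 agonist at 10 nM final; 0% = 10 nM CXCL16 with DMSO and 100% = unstimulated wells without agonist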
Target sequence (O00574 whole entry, looked up): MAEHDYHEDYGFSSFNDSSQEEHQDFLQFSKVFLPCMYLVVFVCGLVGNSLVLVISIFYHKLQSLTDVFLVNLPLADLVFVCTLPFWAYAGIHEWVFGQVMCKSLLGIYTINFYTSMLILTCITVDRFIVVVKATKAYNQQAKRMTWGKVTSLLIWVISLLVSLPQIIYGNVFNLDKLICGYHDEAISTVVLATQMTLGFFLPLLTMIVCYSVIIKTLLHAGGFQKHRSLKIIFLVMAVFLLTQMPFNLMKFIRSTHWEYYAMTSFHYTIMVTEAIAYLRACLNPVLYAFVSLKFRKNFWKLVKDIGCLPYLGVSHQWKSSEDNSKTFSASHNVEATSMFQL
Mdm2 MdmX PPI: inhibitors of human Mdm2-MdmX association, primary screen, cell-based, luminescence, split luciferase, SaOS-2, uHTS | Protein Mdm4 (Homo sapiens) + E3 ubiquitin-protein ligase Mdm2 (Homo sapiens), … | hit rate 3% among 330,000 | SaOS-2 split-luciferase Mdm2/MdmX complementation | inhibition, % at 8 µM | AID 485346, 2010;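 active means inhibition of at least 50% at 8 µM in the primary screen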
tim23-1 inh: growth inhibitors of tim23-1 mutant yeast, primary screen, luminescence, uHTS; inhibition, % at 20 µM; hit rate 1.3% among 330,000; S. cerevisiae tim23-1 growth, BacTiter-Glo luminescence, 24 h;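 active means growth inhibition of the mutant yeast at or above 50%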;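 further: temperature-sensitive mutant grown at 25 °C; plate controls were DMSO-treated mutant yeast for no effect and medium wells lacking yeast for full effect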
APJ agonist: agonists of human apelin receptor APJ, primary screen, CHO-K1 cells, PathHunter beta-arrestin, luminescence. AID 2520, 2010. activation, % at 20 µM. 0% DMSO wells, 100% apelin. hit rate 0.11% among 330,000;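 active means activation more than six SD over the plate average, tested at 20 µM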;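 further: 0% = DMSO alone and 100% = apelin-13 at 10 nM; some results filed as inactive read as strong as hits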
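Assay system: CHO-K1 APJ beta-arrestin complementation cell line / Compound: single test compound dose, 20 µM final, 1% DMSO / Times: overnight seeding, 90 min compound at 25 °C, 1 h detection / Technique: beta-gal luminescence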
UPR CHOP act: activators of apoptotic CHOP UPR arm, primary screen, cell-based, CHO-CHOP luciferase reporter, luminescence, uHTS | UPR activation; percent of tunicamycin response over DMSO baseline | hit rate 0.34% among 330,000 | AID 449763, 2010 | activation, % at 10 µM;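 active means at 10 µM dose, activation of 40% or more, normalized to positive control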;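 further: 100% = tunicamycin at 10 µg/mL and 0% = DMSO alone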
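Assay system: CHO-CHOP cells, stable luciferase reporter of PERK-eIF2a-CHOP signalling / Buffer or medium: F12 plus 10% serum / Compound dosing: one dose, 10 µM in 0.5% DMSO / Times: 6 h compound treatment, 37 °C / Technique: luciferase luminescence / Read-out: % reporter activation, DMSO baseline versus tunicamycin full activation / Benchmarks: tunicamycin and DMSO controls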
Starred values were filed as active, the others as inactive; x = no result given.

SMILES	CCR6 antagonist	EBI2 antag	UPR XBP1 act	APJ antag	CXCR6 inh	Mdm2 MdmX PPI	tim23-1 inh	APJ agonist	UPR CHOP act
CCN(C(=O)CSc1nc2scc(-c3ccccc3)c2c(=O)n1C)C1CCS(=O)(=O)C1 (stereo unspecified)	3.2	-0.8	2.6	7.3	0.3	32.9	-3.9	-4.3	0.3
O=C(CCc1nnc2ccc(N3CCCC3)nn12)Nc1cc(F)ccc1F	-3.5	11.2	-2.0	-22.3	12.9	12.8	10.9	2.0	1.5
COc1ccc(-c2nc(CS(=O)CC(=O)NCc3ccc(C)cc3)c(C)o2)cc1OC (stereo unspecified)	0.5	9.8	-0.9	0.8	5.6	-3.7	20.9	4.1	0.7
COc1ccc(CCNC(=O)CSCc2ccc([N+](=O)[O-])cc2)cc1OC	-5.3	-1.8	-0.5	2.1	-6.1	14.0	17.3	-4.9	-1.8
CCOc1ccc(NC(=O)c2ccc(Br)o2)c([N+](=O)[O-])c1	0.4	-6.1	3.8	-5.8	-4.5	-25.4	-11.4	0.7	0.8
O=C(Nc1nc(-c2ccc(S(=O)(=O)N3CCCCCC3)cc2)cs1)c1ccccc1	9.4	1.6	4.7	3.9	-7.3	30.3	5.8	2.2	2.4
O/C(=C\c1ccc2ccccc2n1)c1ccc(O)cc1O	13.9	-1.7	-2.4	-2.0	6.0	-237.5	2.1	-2.0	1.0
Cc1ccc(S(=O)(=O)N2CCN(C(=O)C(F)(F)F)C2c2ccc(N(C)C)cc2)cc1 (stereo unspecified)	-1.1	3.7	-5.0	8.4	-9.6	17.0	-5.7	-1.3	2.0
CC(=O)c1cccc(NC(=O)CC2CCCC2)c1	3.0	-0.9	-0.5	13.3	3.8	9.0	14.6	1.1	4.6
COc1cccc(OC)c1OCCCSc1nc(C)cc(=O)[nH]1	-10.4	2.9	-0.4	13.1	1.8	4.8	19.8	-1.8	0.3
CC(=O)c1c(O)c2ccccc2n(Cc2ccccc2)c1=O	0.5	2.9	0.0	12.9	-2.0	17.6	56.3*	-3.2	-1.0
COCCn1c(SCC(=O)NC(=O)NCc2ccccc2)nc2ccccc21	17.8	5.9	-0.8	15.8	-1.2	-9.2	13.1	1.1	-1.1
Cc1ccc(S(=O)(=O)N/N=C/c2ccccc2F)cc1[N+](=O)[O-]	6.2	3.3	-4.6	22.8	5.3	4.4	5.1	-3.6	3.4
Cc1ccc(NC(=O)CSc2nnc(N)s2)c([N+](=O)[O-])c1	-6.4	-9.9	-0.3	-7.8	-4.1	-12.4	0.5	0.0	3.2
O=C(NCc1cc([N+](=O)[O-])ccc1O)c1cccc(NS(=O)(=O)c2ccccc2)c1	17.4	0.7	0.7	6.7	6.8	-9.2	-16.1	-9.7	0.8
COc1ccccc1CN(C)C(=O)CSc1nnc(C2CC2)n1C1CC1	-0.7	0.4	-3.2	4.5	7.9	-18.4	6.3	-5.0	-1.5
COc1ccc(N2C(=O)CC(n3cnc4ccccc43)C2=O)cc1 (stereo unspecified)	12.1	-2.5	-2.0	9.2	5.9	23.5	12.0	-2.7	2.4
COc1ccc(Nc2nc3ccc(C)cn3c(=O)c2/C=N/O)cc1	15.1	25.4	-4.5	-5.8	9.0	-13.9	16.1	-6.9	-0.8
COCCOCCn1c(/C=C/c2ccccc2)nc2ccccc21	-0.7	12.1	-4.2	10.8	-11.7	-81.9	22.6	0.4	3.3
CC1(C)CC(=O)C(C=NCCN2CCN(CC(=O)Nc3ccc(Cl)cc3)CC2)=C(O)C1	7.3	-7.5	6.2	-3.8	3.3	15.2	16.0	-2.0	1.0
CNC(=S)N1N=C(c2ccc(C)cc2)CC1c1ccc(Br)cc1 (stereo unspecified)	5.8	81.5*	-3.7	-3.2	6.7	3.1	14.1	-1.5	0.4
c1c2c(cc3sc(N4CCOCC4)nc13)OCO2	-5.8	-4.4	0.8	2.4	-6.1	-68.0	10.7	4.2	3.2
CCn1cc(C2CC(=O)NC2=O)c2ccccc21 (stereo unspecified)	8.8	-11.6	-2.3	4.0	2.1	28.2	4.4	-2.5	-0.3
Cc1ccc(N2C(=O)CC(SCC(=O)Nc3ccc(S(N)(=O)=O)cc3)C2=O)cc1 (stereo unspecified)	8.6	-4.3	-2.0	-1.9	0.9	7.7	23.9	-3.3	4.3

A different layout for part of the listing above.
molecule | CCR6 antagonist | EBI2 antag | UPR XBP1 act | APJ antag | CXCR6 inh | Mdm2 MdmX PPI | tim23-1 inh | APJ agonist | UPR CHOP act
COc1ccc(Nc2nc3ccc(C)cn3c(=O)c2/C=N/O)cc1 | 15.1 | 25.4 | -4.5 | -5.8 | 9.0 | -13.9 | 16.1 | -6.9 | -0.8
COCCOCCn1c(/C=C/c2ccccc2)nc2ccccc21 | -0.7 | 12.1 | -4.2 | 10.8 | -11.7 | -81.9 | 22.6 | 0.4 | 3.3
CC1(C)CC(=O)C(C=NCCN2CCN(CC(=O)Nc3ccc(Cl)cc3)CC2)=C(O)C1 | 7.3 | -7.5 | 6.2 | -3.8 | 3.3 | 15.2 | 16.0 | -2.0 | 1.0

(list continues)
SMILES	CCR6 antagonist	EBI2 antag	UPR XBP1 act	APJ antag	CXCR6 inh	Mdm2 MdmX PPI	tim23-1 inh	APJ agonist	UPR CHOP act
COC(=O)/C=C1\SC(N2CCOCC2)=C(c2ccc(OC)cc2)C1=O	5.8	8.3	-3.1	14.7	7.9	27.3	47.5	-4.2	-1.6
NC(=O)c1ccsc1NC(=O)COC(=O)c1ccc(Cl)cc1	4.3	3.5	4.7	1.0	-9.7	-24.2	21.3	1.1	2.5
CC(C)c1ccc(CNC(=O)C2CCCN2S(=O)(=O)c2ccccc2)cc1 (stereo unspecified)	1.2	3.0	-5.8	4.5	-0.1	4.6	32.4	-0.7	-1.1
CCn1nc(C)c(C2C(C#N)=C(N)OC3=C2C(=O)CCC3)c1C (stereo unspecified)	7.6	-8.2	-1.2	13.4	1.3	18.4	4.2	-2.2	1.0
CCOC(=O)c1cccc(NC(=O)CSc2nnc(-c3ccncc3)n2CCCOC)c1	6.1	-2.2	1.7	4.7	0.5	15.8	3.2	1.2	0.4
COc1ccc(C2Nc3cccc4cccc(c34)N2)cc1Br	17.7	-12.4	-3.3	-42.8	-18.5	14.4	55.7*	4.1	2.0
COc1ccccc1Oc1nc(-c2ccccc2)cc(C)c1S(C)(=O)=O	19.0	14.3	-5.3	11.4	11.5	-12.5	19.8	-1.0	0.0
CCC1CCCCN1CCCNC(=O)Cn1cnc2sc(C)c(S(=O)(=O)N3CC(C)CC(C)C3)c2c1=O (stereo unspecified)	5.9	5.6	-0.7	20.2	16.8	9.2	5.2	1.8	-1.0
Cc1cccc(OCc2nnc(SCC(=O)N3CCc4ccccc43)n2C)c1	-4.4	-7.5	-2.5	16.9	3.0	6.7	17.2	-5.0	1.0
O=C(NCc1ccccn1)[C@@H]1C[C@H]1[C@@H](NP(=O)(c1ccccc1)c1ccccc1)c1ccccc1	10.6	21.7	1.8	-11.7	1.3	1.1	8.2	3.7	0.5
CCN1CCN(c2nc3ccccc3nc2C(C#N)S(=O)(=O)c2ccc(C)c(C)c2)CC1 (stereo unspecified)	-6.8	-4.4	0.6	-5.7	1.6	-38.8	6.3	-3.1	0.7
Cc1ccc2c(C(=O)CN3CCSCC3)c(C)[nH]c2c1	1.2	-2.4	-4.1	13.1	2.6	18.0	-6.8	-0.4	2.3
CC(C)CCNC(=O)c1ccc(Cl)c(NC(=O)Cc2ccccc2)c1	x	x	0.0	-1.6	x	-4.5	20.1	-3.3	-0.6
CCCCC(=O)O	12.0	-1.7	-3.9	0.1	3.1	2.9	3.9	-0.2	-0.3
Cc1ccc(NC(=O)C2CCCN2S(=O)(=O)c2ccc3c(c2)CCC(=O)N3)cc1Cl (stereo unspecified)	15.1	-1.7	1.0	7.8	2.2	17.6	11.3	-2.5	-1.9
O=C1NC2(O)C(=O)c3ccccc3C2(O)N1 (stereo unspecified)	-8.8	-5.7	-4.7	14.4	5.1	-16.6	14.9	-2.2	-2.2
O=C(c1ccc(O)c(Cl)c1)N1CCN(S(=O)(=O)c2ccccc2)CC1	4.0	-5.1	-0.6	19.9	4.7	16.3	19.8	6.6	1.5
COC(=O)CCC(=O)NC(=S)Nc1ccc(S(=O)(=O)Nc2cc(C)on2)cc1	13.4	3.5	-4.8	13.6	0.4	18.2	-0.5	-2.9	-1.7
Cn1c(SCn2nnc3ccccc3c2=O)nc2ccccc2c1=O	x	x	-1.8	13.4	x	21.1	-3.8	0.3	-0.8
Cc1ccc(/C=N/NC(=O)Cc2c[nH]c3ccccc23)c(C)c1	-14.5	26.4	-1.6	-13.0	-6.5	28.3	21.8	-4.1	-0.5
Cc1cccc(NC(=O)c2ccc(C(=O)c3ccccc3)cc2)n1	3.0	8.8	-1.1	-63.6	-6.4	-60.9	8.2	10.3	4.0
Cc1onc(-c2ccccc2)c1C(=O)NCCc1ccncc1	-0.1	-5.8	-5.1	4.8	5.7	15.6	-3.5	-1.4	0.5
Cc1ccc(C)c(S(=O)(=O)N2CCN(C(=O)CSC(=S)N3CCCC3)CC2)c1	7.5	9.4	-0.8	4.6	8.8	-8.3	24.9	0.4	-0.4
CC(C)c1ccc(NC(=O)C2CC3CCC2C3)cc1 (stereo unspecified)	13.5	-11.2	2.5	-12.4	-0.1	-87.9	36.9	1.2	1.6
O=C(COc1ccc([N+](=O)[O-])cc1)NCc1ccccc1	11.9	5.8	-2.3	3.6	2.3	-6.2	9.2	-3.0	4.8
O=C1C2C3C=CC(C4CC34)C2C(=O)N1/N=C/c1c[nH]c2ccccc12 (stereo unspecified)	7.0	-4.7	0.9	21.3	0.2	-56.5	9.2	-1.1	3.8
COCCNC(=O)NC12CC3CC(CC(C3)C1)C2	-13.5	-8.9	3.1	9.1	-3.3	18.4	6.2	-0.7	-2.9
CC1(c2ccccc2)NC(=O)N(CC(=O)Nc2ccc(C(N)=O)cc2)C1=O (stereo unspecified)	10.6	-5.9	-0.6	-0.7	-0.8	10.0	4.6	-0.1	0.2
CC(C)CCOc1ccc(-c2c(=O)n(OCc3ccc([N+](=O)[O-])cc3)c3ccccc3[n+]2[O-])cc1	6.4	2.5	41.4*	-98.5	13.0	36.9	22.0	4.7	15.8

Not all compounds are listed; count on the stated rates, not on these rows.
